# Source: PubChem
# MITF inh: MITF inhibitors, primary screen, biochemical, AlphaScreen, human; Microphthalmia-associated transcription factor (Homo sapiens), O75030; AlphaScreen MITF homodimerization, bead proximity signal; inhibition, % at 2.6 µM; AID 1259374, 2018; 650,000 tested, 0.91% active; in the data active = inhibition above about 50%;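 also: 0% = vehicle wells with protein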
# GPR151 activ: activators of human GPR151, primary screen, cell-based, PathHunter beta-arrestin, luminescence | G-protein coupled receptor 151 (Homo sapiens), Q8TDV0 | PathHunter beta-arrestin GPR151 cells | activation, % at 11.2 µM | 650,000 tested, 1% active | AID 1508602, 2020; in the data active = activation above about 4.9%;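 also: 0% = median of compound wells and 100% = cells with positive control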
# FBW7 act: FBW7 E3 ligase activators, primary screen, biochemical, AlphaScreen, human; F-box/WD repeat-containing protein 7 (Homo sapiens), Q969H0; AlphaScreen FBW7–phospho-cyclin E peptide binding, activator screen; normalized activity (activation), % at 26.1 µM; 650,000 tested, 0.13% active; AID 1259310, 2017; in the data active = normalized activity above about 1.9%;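 also: purified mutant Fbw7 with reduced substrate affinity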
# Target sequence (Q969H0 whole entry, looked up): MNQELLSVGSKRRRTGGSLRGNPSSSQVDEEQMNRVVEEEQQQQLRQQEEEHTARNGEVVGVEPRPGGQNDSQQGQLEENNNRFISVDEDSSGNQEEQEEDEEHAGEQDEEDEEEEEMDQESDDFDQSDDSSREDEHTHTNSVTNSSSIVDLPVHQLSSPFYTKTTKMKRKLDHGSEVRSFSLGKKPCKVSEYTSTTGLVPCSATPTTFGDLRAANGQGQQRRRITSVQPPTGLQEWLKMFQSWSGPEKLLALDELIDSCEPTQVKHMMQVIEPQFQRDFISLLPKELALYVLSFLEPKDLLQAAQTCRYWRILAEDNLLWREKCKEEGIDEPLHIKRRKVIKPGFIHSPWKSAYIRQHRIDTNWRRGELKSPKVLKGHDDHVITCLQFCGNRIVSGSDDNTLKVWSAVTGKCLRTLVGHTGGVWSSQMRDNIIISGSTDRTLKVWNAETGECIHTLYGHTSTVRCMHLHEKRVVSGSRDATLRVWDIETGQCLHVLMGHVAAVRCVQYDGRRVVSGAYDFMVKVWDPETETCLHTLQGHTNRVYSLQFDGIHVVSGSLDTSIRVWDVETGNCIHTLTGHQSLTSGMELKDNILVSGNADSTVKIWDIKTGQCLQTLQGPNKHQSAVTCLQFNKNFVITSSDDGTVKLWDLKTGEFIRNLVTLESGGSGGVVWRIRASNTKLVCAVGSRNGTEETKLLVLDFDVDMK
# TEAD-YAP inh: TEAD-YAP interaction inhibition, primary screen, TEAD-YAP interaction inhibitor project, luminescence, HEK-TIYL cells; TEAD-Gal4/YAP UAS-luciferase luminescence; inhibition, % at 9.12 µM; 640,000 tested, 1.4% active; in the data active = inhibition above about 32%;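 also: 0% = median of test compound wells and 100% = reference inhibitor wells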
# Starred values were filed as active, the others as inactive; / = no result given.
1: O=C(Nc1ccc(Cl)cc1F)C1CC1c1ccccc1 (stereo not given)
2: O=S(=O)(c1ccc(Br)cc1)N1CCOCC1
3: CCOc1ccc(COC)cc1S(=O)(=O)NCCC12CC3CC(CC(C3)C1)C2
4: CCOc1ccc(-c2nc3cc(NC(=O)c4ccc(F)cc4)ccc3o2)cc1
5: Cc1ccc(C(C)CCN2CCN(CCO)CC2)o1 (stereo not given)
6: CCOC(CNC(=O)c1ccc2c(c1)nc(C)n2-c1cc(C)cc(C)c1)OCC
7: O=C(NCc1ccc2c(c1)OCO2)c1cccnc1Cl
8: CN1CCN(Cc2cccc(Oc3ccccc3)c2)CC1

screen / no.,1,2,3,4,5,6,7,8
GPR151 activ,2.4,-0.5,-0.1,-0.4,-0.5,0.1,0.1,-0.8
FBW7 act,1.0,0.0,0.0,0.0,0.0,-0.1,0.0,-0.1
TEAD-YAP inh,-18,1,-10,-8,-6,-5,5,2
MITF inh,10,-5,-15,-7,1,11,-2,26

# The final 4 entries of the part above come first, to join the parts:
5: Cc1ccc(C(C)CCN2CCN(CCO)CC2)o1 (stereo not given)
6: CCOC(CNC(=O)c1ccc2c(c1)nc(C)n2-c1cc(C)cc(C)c1)OCC
7: O=C(NCc1ccc2c(c1)OCO2)c1cccnc1Cl
8: CN1CCN(Cc2cccc(Oc3ccccc3)c2)CC1
9: FC(F)(F)c1cccc(-c2noc(-c3cccc(Br)c3)n2)c1
10: COc1ccc(N2C(=O)CSC2c2ccccc2F)cc1Cl (stereo not given)
11: CCOC(=O)C1(CCOc2ccccc2)CCN(C(=O)c2ccc(-n3cccn3)cc2)CC1
12: Cc1nc(CCNC(=O)c2c(F)cccc2F)cs1
13: COc1ccc(/C=N/Nc2nccnc2Cl)cc1
14: CC(C)c1nnc2n1CCN(C(=O)C1CC(=O)c3ccccc31)CC2 (stereo not given)
15: NC(C(=O)O)C12CC3CC(CC(C3)C1)C2 (stereo not given)
16: CCS(=O)(=O)c1nc2ccccc2n1CC(=O)N1CCCCC1

screen / no.,5,6,7,8,9,10,11,12,13,14,15,16
GPR151 activ,-0.5,0.1,0.1,-0.8,0.1,-0.3,2.3,-0.1,-6.3,0.8,-1.3,-0.1
FBW7 act,0.0,-0.1,0.0,-0.1,0.2,-0.1,-0.1,0.2,-0.3,0.2,-0.1,0.0
TEAD-YAP inh,-6,-5,5,2,0,-4,-5,-3,-1,2,9,0
MITF inh,1,11,-2,26,1,10,-2,1,3,0,0,-10

17: Cc1ccccc1OCC(=O)Nc1cc(-c2nc3ccccc3s2)ccc1Cl
18: S=C(NCc1ccco1)NCC(c1ccco1)N1CCCCC1 (stereo not given)
19: c1ccc(OCCNc2nc(N3CCN(Cc4ccc5c(c4)OCO5)CC3)nc3c2ncn3C2CCCCC2)cc1
20: COc1ccc(OC)c(Nc2ncnc3c2cnn3-c2ccc(Cl)cc2)c1
21: O=C(NCCCN1CCOCC1)c1ccc2c(=O)n(Cc3cccc(Br)c3)c(=S)[nH]c2c1
22: Cc1ccc(NC(=O)Cn2cnc3sc(C(=O)N4CCCCCC4)c(C)c3c2=O)cc1Cl
23: O=[N+]([O-])c1ccc(CSc2nc(NCc3ccc(Cl)cc3)c3ccccc3n2)cc1
24: OCCOc1ccc(CN2CCOc3ccc(C(O)c4cccnc4)cc3C2)cc1 (stereo not given)

screen / no.,17,18,19,20,21,22,23,24
GPR151 activ,0.4,2.7,1.8,3.0,-0.8,-0.4,2.2,0.9
FBW7 act,-0.2,-0.1,-0.3,-0.1,0.4,-0.1,-0.1,-0.1
TEAD-YAP inh,4,4,2,22,-5,16,-19,2
MITF inh,-4,-1,24,-1,16,17,8,1

25: N=C1S/C(=C\c2ccccc2)C(=O)N1c1ccc2c(c1)OCO2
26: Cc1ccc(C(=O)N/C(=C\c2cccnc2)C(=O)N2CC3CC(C2)c2cccc(=O)n2C3)cc1 (stereo not given)
27: O=C(CCN1CCOCC1)N1N=C(c2cccs2)CC1c1cccs1 (stereo not given)
28: CCC1CCCCN1C(=O)c1sc2nc(C)nc(N3CCCCC3)c2c1C (stereo not given)
29: NC(=O)c1ccccc1Nc1cc(Nc2ccc(-n3cnc(N4CCOCC4)n3)cc2)ncc1C(F)F
30: O=c1ccn(C2OC(COc3ccc([N+](=O)[O-])cc3)C(O)C2O)c(=O)[nH]1 (stereo not given)
31: CCC(=O)NC(=S)Nc1ccc(NC(=O)c2ccco2)c(OC)c1
32: Cc1ccc(-n2c3c(cc(C(=O)O)c2=O)C(=O)CCC3)cc1

screen / no.,25,26,27,28,29,30,31,32
GPR151 activ,-1.0,1.2,-2.4,0.2,0.6,0.4,-0.3,-1.0
FBW7 act,0.0,0.4,-0.1,-0.1,0.0,-0.1,-0.1,-0.1
TEAD-YAP inh,-3,10,-2,4,42*,1,-18,-3
MITF inh,6,13,9,-5,12,7,-11,3

33: CC/C(C)=N/Nc1nnc2c(n1)[nH]c1ccc(C)cc12
34: CCC(C)(C)n1nnnc1C(C(C)C)N(Cc1cccnc1)Cc1ccco1 (stereo not given)
35: O=C1CC(N2CCCCC2)C=C1Nc1ccc(F)cc1 (stereo not given)
36: COc1ccc(C(=O)N/N=C/c2ccccc2O)cc1Br
37: Cc1ccccc1OCCNS(=O)(=O)c1cccc([N+](=O)[O-])c1
38: CCOC(=O)N1CCN(Cc2nc3c(c(=O)[nH]c(=O)n3C)n2CC(C)C)CC1
39: c1ccc(OCCNc2nc(Nc3ccncn3)nc3c2ncn3-c2ccsc2)cc1
40: COc1cc(/C=c2\sc3nc4c(C)cccc4n3c2=O)ccc1O

screen / no.,33,34,35,36,37,38,39,40
GPR151 activ,-1.0,0.9,0.2,-0.1,-0.4,-0.2,-1.0,1.4
FBW7 act,-0.1,1.0,-0.1,-0.1,0.4,0.3,0.1,-0.1
TEAD-YAP inh,-9,20,-9,30,8,-2,-10,-9
MITF inh,8,10,21,1,17,9,13,-14

41: COc1ccc(C2C3C(=O)N(c4ccc([N+](=O)[O-])cc4)C(=O)C3ON2c2ccccc2)cc1 (stereo not given)
42: O=C(O)C1=C(C(=O)Nc2ccc3c(c2)OCCO3)CCCC1
43: O=C(C1CC(=O)N(c2ccccc2)C1)N1CCCCCC1 (stereo not given)
44: Cc1ccc(-n2cc(-c3ccccc3)c3c(N4CCN(c5ccccc5Cl)CC4)ncnc32)cc1Cl
45: CCCCC1(C(=O)OCC)NC(c2ccc(O)cc2)C2C(=O)N(C)C(=O)C21 (stereo not given)
46: O=C(NCc1cccnc1)c1cnn2c(C(F)(F)F)cc(-c3ccc(F)cc3)nc12
47: Cc1sc2nc(C3CC3)n3c(=O)n(CC(=O)NC4CCCC4)nc3c2c1C
48: COCCNC(=S)NCCCNc1nc2cc(C)cc(C)c2cc1C#N

screen / no.,41,42,43,44,45,46,47,48
GPR151 activ,-0.6,-0.1,-0.5,1.0,0.9,-0.2,3.1,-0.1
FBW7 act,0.0,0.1,-0.1,-0.1,-0.1,-0.5,-0.1,0.2
TEAD-YAP inh,-4,55*,-9,10,2,2,2,4
MITF inh,-14,3,15,-1,4,-10,1,12

49: O=C(OC(C(=O)NCC1CCCO1)c1cccnc1)c1ccc(Cl)nc1 (stereo not given)
50: O=C(N1CCc2ccccc21)C1(c2cccs2)CCOCC1
51: CCc1ccc(C(=O)Nn2c(-c3ccc(F)cc3)nc3ccccc3c2=O)cc1
52: O=C1OC(c2ccc(-c3ccccc3)cc2)=N/C1=C\c1cccnc1
53: FC(F)(F)c1nnc2ccc(N3CCCCC3)nn12
54: Cc1cccc(C(=O)NCCOc2ccc(-c3ccc(F)cc3)nn2)c1
55: COC(=O)CCC(=O)Nc1ccc(C#N)cc1
56: COc1ccc(S(=O)(=O)N(CC(=O)N2CCN(c3ccccc3)CC2)c2ccc(C)cc2)cc1

screen / no.,49,50,51,52,53,54,55,56
GPR151 activ,2.1,-0.7,0.1,14*,1.1,-1.7,-1.9,0.5
FBW7 act,0.2,-0.1,0.0,0.1,0.0,-0.2,0.1,0.0
TEAD-YAP inh,0,-4,1,4,-2,4,-10,6
MITF inh,0,19,-5,2,4,-12,8,2

57: CCN(CC)c1ccc(/C=C/c2nc3ccccc3s2)cc1
58: Cc1ccc(N(CC(O)CN2CCCC2)S(=O)(=O)c2ccc(C)cc2)cc1 (stereo not given)
59: O=C(CCC1CCCN(Cc2cc(F)cc(F)c2)C1)N1CCN(c2ccccn2)CC1 (stereo not given)
60: Cc1cccc(NC(=O)c2ccc(N3CC4CC(C3)c3cccc(=O)n3C4)c(NC(=O)CCN3CCOCC3)c2)n1 (stereo not given)
61: Cc1ncccc1C(=O)N1CCC(C(Cc2ccccc2)N(C)C(=O)c2ccn(C)n2)CC1 (stereo not given)
62: O=C(Nc1ccccc1C(=O)N(Cc1ccccc1)Cc1ccccc1)c1ccco1
63: CC1(C)OC(=O)C(=CN2CCCC2C(=O)O)C(=O)O1 (stereo not given)
64: CN(Cc1ccc(C(=O)NC2c3ccccc3-c3ccccc32)c(=O)[nH]1)Cc1nccn1C

screen / no.,57,58,59,60,61,62,63,64
GPR151 activ,-1.0,0.2,1.3,-1.2,0.2,0.1,3.1,0.1
FBW7 act,-0.5,-0.1,0.1,0.3,0.0,-0.4,0.1,0.0
TEAD-YAP inh,64*,-10,-10,-11,-17,4,0,0
MITF inh,-10,-9,15,15,-8,3,13,30

65: O=c1c2sc(=S)n(Cc3ccco3)c2nc(SCc2ccccc2F)n1-c1ccccc1
66: COc1ccccc1C1CC(=O)NC(SCC(=O)Nc2cccc(C)c2)=C1C#N (stereo not given)
67: CC(=O)Oc1cc2c(C(C)=O)coc2c(Cl)c1Cl
68: O=C(O)CN1C(=O)/C(=C\c2cc(Br)ccc2F)SC1=S
69: O=[N+]([O-])c1cccc(-c2nnc(-c3ccc4c(c3)OCO4)o2)c1
70: Cc1ccc(C2C3=C(CC(C)(C)CC3=O)Nc3c2c(=O)n(C)c(=O)n3C)cc1 (stereo not given)
71: O=C(O)CCCC(=O)Nc1ccc(NC(=O)CCCC(=O)O)cc1
72: COc1cccc(C(=O)Nc2cccc(OCC(=O)O)c2)c1

screen / no.,65,66,67,68,69,70,71,72
GPR151 activ,-1.0,-0.7,-0.4,-2.3,0.0,7.5*,-1.2,-7.0
FBW7 act,0.0,0.3,0.1,0.0,0.5,-0.5,0.1,-0.2
TEAD-YAP inh,0,2,14,4,-23,1,-6,0
MITF inh,20,20,19,0,15,-4,1,1

73: Cc1ccc(S(=O)(=O)NOCONS(=O)(=O)c2ccc(C)cc2)cc1
74: CCC(=O)N1N=C2CC(C)(C)OCC2C1c1ccccc1 (stereo not given)
75: CCOc1ccc2c(c1)O/C(=C\c1ccc(OC(=O)N3CCOCC3)c(OC)c1)C2=O
76: COC(=O)C(O)(c1cc(C(C)C)c(O)cc1C)C(F)(F)F (stereo not given)
77: O=C(COC(=O)CN1C(=O)COc2ccccc21)NCc1ccco1
78: O=C(c1cccc(N2C(=O)C3CC=CCC3C2=O)c1)N1CCCc2ccccc21 (stereo not given)
79: COC(=O)c1sc(N2C(=O)C(=O)/C(=C(/O)c3ccc(Cl)cc3)C2c2ccc(OC)c(OC)c2)nc1C (stereo not given)
80: CCCCNc1nc(SCC(=O)Nc2nccs2)nc2ccccc12

screen / no.,73,74,75,76,77,78,79,80
GPR151 activ,-1.1,-0.1,-0.2,0.2,0.4,-1.5,-1.1,-0.4
FBW7 act,1.4,-0.1,0.2,-0.2,0.0,-0.1,0.1,-0.2
TEAD-YAP inh,2,-2,-8,4,0,21,4,15
MITF inh,18,-9,4,-4,2,-1,15,8

81: Fc1ccc(Br)cc1C1CC(c2cccnc2)Nc2nnnn21 (stereo not given)
82: OC[C@H]1O[C@H](c2ccccc2)C=C[C@@H]1Oc1ccc(C2CCCC2)cc1
83: COc1ccc(-c2cn3c4c(=O)n(C)c(=O)n(C)c4nc3n2CCCCO)cc1
84: COc1ccc2c(C)nc(Nc3nc(O)cc(=O)[nH]3)nc2c1
85: Cc1ccc(NC2SC(=O)NC2=O)cc1 (stereo not given)
86: O=C(O)CC1C(=O)NCCN1Cc1ccc(F)cc1Cl (stereo not given)
87: OCCC1CN(Cc2ccc3ccccc3n2)CCN1Cc1ccccc1F (stereo not given)
88: Cn1cccc1C(=O)OCC(=O)NC(=O)NCc1ccccc1
89: Cc1cc(C)nc(N(C#N)CC(=O)Nc2ccccc2)n1

screen / no.,81,82,83,84,85,86,87,88,89
GPR151 activ,-0.4,2.2,1.7,1.0,0.6,0.7,-0.2,6.2*,-1.0
FBW7 act,0.0,-0.1,-0.2,-0.1,-0.2,-0.1,-0.1,0.5,0.3
TEAD-YAP inh,0,/,7,4,18,0,4,3,6
MITF inh,3,6,5,-2,0,-1,0,7,-5

# Not a hit list; overall some 3.4% were active at least once.
